S3 lipid droplet: qHTS Assay for Lipid Storage Modulators in Drosophila S3 Cells | Drosophila S3 cells, BODIPY lipid droplet fluorescence, 18-24 h; cells fed with added oleic acid | lipid storage change, negative = inhibition, % at the top dose, mostly 46.1 µM; hits show Potency in µM | 320,000 compounds, 0.64% hits; active = well fitted inhibition curve with a large enough effect in the signal ratio, with a control signal flat, not every such curve was filed as active; inconclusive = small, poorly fitted or top-dose-only effect, or effect the other way, or a change in a side signal; the % refers to the signal ratio
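Drosophila S3 cells got compounds at several concentrations plus oleic acid (400 uM solution). Laser-scanning cytometry with 488 nm excitation read lipid droplets at 500-530 nm and cells at 575-640 nm. Percent activity was relative to 20 uM Triacsin C.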
S3 lipid droplet cell count max: recorded beside S3 lipid droplet, whose call it bears; cell number change, %; measured here: cell count max response;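 cells counted by Cell Tracker Red CMTPX staining in the red channel; peak over a dose series mostly up to 46.1 µM; percent activity relative to internal control wells on each plate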
Numbers without * were called inactive; i = inactive; ? = inconclusive; . = no result given. % is set by controls: 0 for no effect and ±100 for the full control effect; potency is the fitted concentration of half-maximal effect. An excerpt, so the mix of outcomes need not match the whole.

Second line of a record: S3 lipid droplet, S3 lipid droplet cell count max
CCOC(=O)N1CCN(C(=O)C2CCN(S(=O)(=O)c3ccc(OC)cc3)CC2)CC1
  0.0%, 6.6
C=CCn1c(C(C)(C)C)nc2ccccc21
  ?, .
CCOC(=O)c1sc(=NC(=O)c2ccccc2)n(C)c1C
  6.2%, 13.8
CC(C)CCn1nnnc1C(c1ccc(F)cc1)N1CCN(C(=O)c2ccco2)CC1 (stereo not given)
  ?, .
CC(CCc1ccccc1)NC(=O)CSc1ccccc1 (stereo not given)
  ?, .
COc1ccc(NC(=O)c2oc3cc(C)c(C)cc3c2C)c(OC)c1
  10.9%, -4.0
Cc1ccc(S(=O)(=O)CCC(=O)OCc2nnc(-c3ccccc3Br)o2)cc1
  -15.3%, -4.5
CC(=O)N1CCN(c2ccc(NC(=S)NC(=O)COc3ccc(C(C)(C)C)cc3)cc2)CC1
  ?, .
Cc1c(O)ccc2c(-c3ccccc3)cc(=O)oc12
  ?, .
COC(CN(C)C(=O)C1CCC(CNS(=O)(=O)c2ccccc2)CC1)OC (stereo not given)
  23.8%, 5.7
COC(=O)[C@@]12CCCN1[C@H](c1ccc(-c3cccc(Cl)c3)c(OC)c1)[C@H]1C(=O)N(C)C(=O)[C@H]12
  ?, .
COc1ccc(-n2c(=O)c3ccccc3n(CC(=O)NC3CCCC3)c2=O)cc1
  i, -0.4
Cc1cc(=O)[nH]c(SCC(=O)Nc2ccc(F)c([N+](=O)[O-])c2)n1
  ?, .
Cc1ccccc1NC(=O)c1c(F)c(F)c(F)c(F)c1F
  i, .
COCCNC(=O)/C(C#N)=C/c1c(N2CCN(c3ccc(OC)cc3)CC2)nc2c(C)cccn2c1=O
  -13.9%, -14.2
Nc1ccccc1Nc1ccccc1
  ?, .
CCCCNC(=O)CSc1nc(COc2ccccc2)nc2ccccc12
  -21.6%, -1.2
CCCC(C(=O)NC1CCCC1)N(C(=O)c1snc(C(N)=O)c1N)c1ccc(OCC)cc1 (stereo not given)
  ?, .
O=c1c(-c2ccc3c(c2)OCCO3)c(C(F)(F)F)oc2cc(O)cc(O)c12
  ?, .
Cc1ccc(/C=N/OC(=O)c2c(C)noc2-c2snnc2C)cc1
  -6.5%, 19.2

Gathered by group, the entries above with a furan ring, fused or not (2)
Second line of a record: S3 lipid droplet, S3 lipid droplet cell count max
CC(C)CCn1nnnc1C(c1ccc(F)cc1)N1CCN(C(=O)c2ccco2)CC1 (stereo not given)
  ?, .
COc1ccc(NC(=O)c2oc3cc(C)c(C)cc3c2C)c(OC)c1
  10.9%, -4.0

Remaining list, next part.
Second line of a record: S3 lipid droplet, S3 lipid droplet cell count max
Cc1cc(N2CCCC2=O)cc(C)c1S(=O)(=O)NCCOc1ccc(C(C)(C)C)cc1
  ?, .
COc1ccc(/C=N/n2cnc3c(sc(=S)n3-c3ccccc3)c2=O)cc1
  i, 19.1
O=C(/C=C/c1ccccc1)N(Cc1cccc(Cl)c1)C1CCS(=O)(=O)C1 (stereo not given)
  ?, .
Cc1ccc(-c2ccc(=O)n(Cc3ccc(F)cc3Cl)n2)cc1
  ?, .
CC(=O)[C@@H]1[C@@H]2C(=O)N(c3ccc(F)c(Cl)c3)C(=O)[C@@H]2C2c3ccccc3C=CN21 (stereo not given in full)
  1.7%, 0.5
C=CCN1C(=O)C(CC(=O)Nc2ccc(OCC)cc2)N(Cc2ccccn2)C1=S (stereo not given)
  0.2%, -2.7
COc1cccc(-n2c(SC)nnc2-c2cnccn2)c1
  8.3%, 17.4
CCN(CC)CCOc1nc(C)nc2c1oc1ccccc12
  ?, .
Cc1cc(C(=O)NCc2cccnc2)no1
  ?, .
COCCNC(=O)[C@@H]1CSC2c3ccccc3C(=O)N21 (stereo not given in full)
  16.6%, -1.4
CN(C)C(=O)COC(=O)/C=C/c1ccccc1[N+](=O)[O-]
  ?, .
COc1ccc(Cn2c(O)c(C=Nc3ccccc3)c3ccccc3c2=O)cc1
  -79.8%, 28.0
CC1(C)Cc2nc3sc4c(N5CCCC5)nnnc4c3cc2CO1
  -6.9%, 5.1
COc1ccc(C(=O)NC2CCN(C(=S)NCc3ccco3)CC2)cc1
  ?, .
Cc1cccc(-n2c(C)n[nH]c2=S)c1C
  -6.2%, 7.6
CCOC(=O)C(NC(C)=O)(Nc1ccc(S(=O)(=O)Nc2ccncn2)cc1)C(F)(F)F (stereo not given)
  -2.1%, -8.2
O=C(Cn1c(=O)cnc2ccccc21)NNC(=O)c1ccc(Cl)cc1
  ?, .
Cc1ccc2cc(C=O)c(Cl)nc2c1
  5.9%, 5.8
CCOC(=O)c1ccc(NC(=O)c2ccccc2C)cc1
  ?, .
O=C(CSc1nnc(-c2ccccc2Br)o1)Nc1nncs1
  1.8%, -18.5
Cc1cc(C)c(NC(=S)N(Cc2cccnc2)Cc2ccco2)c(C)c1
  -13.5%, -2.3
Nc1ccc(C2(c3ccc(N)cc3)C(=O)Nc3ccccc32)cc1
  -2.3%, 16.5
CCNC(=O)N1CCCC(C(=O)c2ccc(OC)c(OC)c2)C1 (stereo not given)
  ?, .
O=c1c2c([nH]c3ccccc13)CCCCC2
  -5.7%, .
O=S(=O)(Nc1cccnc1)c1ccc(C2CCCCC2)cc1
  ?, .
C=CCNc1nc(Cl)ncc1F
  22.2%, 0.9
c1ccc(C2CC(c3cccs3)=NN2c2ccccc2)cc1 (stereo not given)
  2.0%, -17.2
CCOP(=O)(OCC)C(NC(=O)Nc1ccccc1)C(N)=O (stereo not given)
  ?, .
CCOC(=O)N1CCC2(CC1)C(C#N)=C(N)OC1=C2C(=O)CC(C)C1 (stereo not given)
  -15.0%, -9.5
COC(=O)c1sccc1NC(=O)CSc1ccccc1N
  -0.3%, 17.0
Cc1ccc(-n2c(Cc3cccs3)nnc2SCC(=O)OC(C)C)cc1
  ?, .
O=C(NCCOc1ccc(Cl)cc1)c1ccco1
  ?, .
CCC(CC)c1nnc(NC(=O)C2CCN(C(=O)c3ccco3)CC2)s1
  16.3%, 14.7
CCC(C(=O)Nc1cc(OC)c(NC(=O)c2ccccc2)cc1OC)c1ccccc1 (stereo not given)
  ?, .
Cc1cc(/C=C(/C#N)c2nc3ccccc3[nH]2)c(C)n1-c1cc(C(=O)O)cc(C(=O)O)c1
  21.5%, 37.9
CN(CC(N)=O)S(=O)(=O)c1ccc(F)cc1
  ?, .
COC(=O)c1ccc(NC(=O)[C@H](C)NC(N)=O)cc1
  -13.6%, 9.2
CC1CN(C(=O)CSc2nc(-c3ccccc3)cs2)CC(C)O1 (stereo not given)
  ?, .
CC(C)CN1C(=O)c2ccc(NC(=O)c3ccco3)cc2C1=O
  ?, .
OC(COc1ccc2ccccc2c1Cl)CN1CCOCC1 (stereo not given)
  -7.5%, 5.8
CCCCn1c(NC(=O)c2ccccc2)c(C#N)c2nc3ccccc3nc21
  ?, .
C=C(C)CNC(=S)N/N=C/c1ccccc1OCC(=O)O
  ?, .
Cc1n[nH]c(C)c1CCNCc1ccc(OCC(O)CN2CCCCC2)cc1 (stereo not given)
  ?, .
COc1ccc(C(C)NC(=O)c2ccc([N+](=O)[O-])cc2)cc1OC (stereo not given)
  3.0%, 5.7
COc1ccc(NC(=O)CN(C)C(=O)COc2ccccc2Cc2ccccc2)cc1
  ?, .
Cc1cccc(NC(=O)C(c2cccc([N+](=O)[O-])c2)N2CCCCC2)c1 (stereo not given)
  -11.1%, 4.3
O=C(COc1ncnc2ccccc12)Nc1cccc(S(=O)(=O)N2CCOCC2)c1
  7.1%, 3.6
Fc1ccc2c(c1)[C@H]1OCC[C@H]1[C@@H](c1ccco1)N2
  4.6%, 0.7
CCc1nc(C)cc(N)c1OCc1ccccc1
  ?, .
CNC(=O)CN1C(=O)c2ccccc2S1(=O)=O
  4.7%, 4.1
Cc1noc(C)c1CCC(=O)N1CCCC(CCC(=O)NCc2ccc(F)c(F)c2)C1 (stereo not given)
  ?, .
O=C(Nc1nc(-c2cccnc2)cs1)c1ccc(S(=O)(=O)N2CCOCC2)cc1
  ?, .
COc1cc(C(=O)Nc2ccc(S(=O)(=O)NC(C)C)cc2)cc(OC)c1OC
  ?, .
COc1cc2c(cc1OC)C(c1ccccc1)=NCC2
  ?, .
O=C(COc1ccccc1C(=O)Nc1ccccc1)c1ccc(F)cc1
  ?, .
O=C1N[C@@H](Cc2ccccc2)C(=O)N2CCC[C@@H]12
  i, 24.3
COC(=O)c1sc(NC(=O)c2ccco2)nc1C
  12.0%, -1.7
O=C(NCCc1csc(-c2cccnc2)n1)c1cccc2ccccc12
  ?, .
COc1ccc(NC(=O)COc2ccc(N(C)S(=O)(=O)c3ccc(Cl)cc3)cc2)cc1OC
  ?, .
NC(=NCCc1c[nH]c2ccccc12)NS(=O)(=O)c1ccc(F)cc1
  ?, .

Next part.
Second line of a record: S3 lipid droplet, S3 lipid droplet cell count max
Cc1occc1C(=O)Nc1c(F)cc(F)cc1Br
  -21.4%, .
COc1ccc(-n2c(CCc3ccccc3)nnc2SCC(=O)c2ccc(Cl)cc2)cc1
  -6.6%, -15.7
O=C(O)c1ccccc1-c1ccccc1C(=O)Nc1cccc(Br)c1
  -5.0%, .
NNC(=O)Cn1nc(-c2ccccc2)c2ccccc2c1=O
  ?, .
O=C(NNC(=O)c1cc(-c2ccncc2)nc2ccccc12)c1cccc(Cl)c1
  ?, .
Cc1c(OC(C)C(=O)NCCCN2CCCC2=O)ccc2c3c(c(=O)oc12)CCCC3 (stereo not given)
  ?, .
COc1ccc([N+](=O)[O-])cc1NCC(=O)Nc1cccc(S(=O)(=O)N2CCCC2)c1
  ?, .
COc1cccc(NC(=O)CN(C)C(=O)CSc2nc3ccccc3s2)c1
  ?, .
CCOC(=O)N/N=C/c1ccc(F)cc1
  ?, .
O=C(CN1C(=O)c2cccc([N+](=O)[O-])c2C1=O)N1CCN(c2ccc(F)cc2)CC1
  -1.8%, 16.1
CCOC(=O)N1CCC(NC(=O)CSCc2nc(-c3ccc(OC)c(OC)c3)oc2C)CC1
  15.8%, -10.7
O=C(Cn1nc(C(F)(F)F)cc1C1CC1)Nc1ccccc1F
  6.9%, -2.5
O=C(Nc1ccc(F)cc1F)NC1CC(=O)N(Cc2ccccc2)C1 (stereo not given)
  -4.0%, 3.6
CCCCC(=O)N1CCN(c2ccc(OC)cc2[N+](=O)[O-])CC1
  17.6%, -2.2
O=C(c1ccc(NC2=NC3CS(=O)(=O)CC3S2)cc1)N1CCN(C(=O)c2ccco2)CC1 (stereo not given)
  -6.7%, 3.6
Cc1ccc(NC(=O)C2CCN(C(=O)NC3CCCCC3)CC2)cc1Cl
  ?, .
O=C(COC(=O)Cc1ccc(Cl)cc1)NC1CCCC1
  ?, .
O=C1CSC(c2ccc3c(c2)OCO3)N1c1ccc(Oc2ccccc2)cc1 (stereo not given)
  ?, .
CCN(CC)c1cccc(OCC(=O)N(C)CCC#N)c1
  ?, .
CC(=O)Nc1ccc(S(=O)(=O)NCc2ccccn2)cc1
  -0.8%, -5.2
O=C(COC(=O)c1ccc(O)cc1)Nc1cc(C(F)(F)F)ccc1Cl
  ?, .
CN1CCN(S(=O)(=O)c2ccc(Nc3ccc(F)cc3)c([N+](=O)[O-])c2)CC1
  ?, .
COC(=O)C1C(O)C(C)C(O)C(C)(O)/C=C\C=C(/C)C(=O)Nc2c(C)c(OC(C)=O)c3c(c2O)C(=O)C(C)=C2OCOC(=C23)/C(C)=C/C(C)(O)C(O)C(C)C1O (stereo not given)
  ?, .
CCCc1cc(C(=O)N2CCN(c3ccc(C(F)(F)F)cn3)CC2)sc1C
  ?, .
CCOc1ccc(N(C(=O)c2snc(C(N)=O)c2N)C(C(=O)NCC2CCCO2)c2c[nH]c3ccccc23)cc1 (stereo not given)
  i, -24.6
COc1ccc([C@@H]2Sc3cc(OC)ccc3N(CCN(C(C)C)C(C)C)C(=O)[C@H]2OC(C)=O)cc1
  7.1%, 11.7
COc1ccc(-n2c(=O)c3ccccc3c3ccccc3c2=O)cc1
  -13.3%, -23.0
CCOC(=O)[C@H]1[C@H]2COc3ccc(Cl)cc3[C@@H]2N2C(=O)CN(C)C(=O)[C@@]12C
  ?, .
O=C(Nc1ccccc1)c1c2c(nc3ccccc13)CCCC2
  -5.1%, 10.7
CC(=O)c1ccc(NS(=O)(=O)c2ccc(C(C)(C)C)cc2)cc1
  ?, .
C=CCNC(=S)NCCO
  ?, .
C/C(=N\N1CCN(Cc2ccccc2Cl)CC1)c1ccc(F)cc1
  2.4%, -6.3
COc1ccc(-c2cc(=O)[nH]c(=O)[nH]2)cc1
  -1.2%, -5.2
CC(OC(=O)C12CC3CC(CC(O)(C3)C1)C2)C(N)=O (stereo not given)
  -2.0%, 3.3
CCOC(=O)Cc1c(Cl)c2ccccc2[nH]c1=O
  ?, .
COc1ccc([C@H]2CC(=O)C=C(c3cccc(Br)c3)C2)cc1
  ?, .
Cc1ccc(S(=O)(=O)N2CCN(c3nc(C)c4c(c3C#N)CC(C)(C)OC4)CC2)cc1
  21.2%, 1.1
O=C1CCNc2ccc(-c3ccccc3)cc21
  27.9%, 5.2
O=C(CCCN1C(=O)c2cccc3cccc(c23)C1=O)Nc1ccon1
  ?, .
COc1ccc(C2c3c(oc4ccccc4c3=O)C(=O)N2c2ccccn2)cc1 (stereo not given)
  -0.7%, 1.6

Pulled by structure from the entries so far (3):
Second line of a record: S3 lipid droplet, S3 lipid droplet cell count max
CCN(CC)c1cccc(OCC(=O)N(C)CCC#N)c1
  ?, .
O=C1N[C@@H](Cc2ccccc2)C(=O)N2CCC[C@@H]12
  i, 24.3
c1ccc(C2CC(c3cccs3)=NN2c2ccccc2)cc1 (stereo not given)
  2.0%, -17.2

Screening results from PubChem BioAssay.
